Screens deposited in PubChem BioAssay by several laboratories.
TRPC4 agonist: activators of mouse TRPC4 channel; Q9QUQ5; HEK293 TRPC4beta/mu-opioid, Fluo4 calcium fluorescence; active compounds read high; B-score at 10 µM; 310,000 tested, 0.49% active;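 active = B-score above 5 SD of library B-scores, and initial fluorescence ratio not above library mean plus 5 SD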;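 note: positive B-score marks a calcium rise read as TRPC4 activation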
Target sequence (Q9QUQ5 whole entry, looked up): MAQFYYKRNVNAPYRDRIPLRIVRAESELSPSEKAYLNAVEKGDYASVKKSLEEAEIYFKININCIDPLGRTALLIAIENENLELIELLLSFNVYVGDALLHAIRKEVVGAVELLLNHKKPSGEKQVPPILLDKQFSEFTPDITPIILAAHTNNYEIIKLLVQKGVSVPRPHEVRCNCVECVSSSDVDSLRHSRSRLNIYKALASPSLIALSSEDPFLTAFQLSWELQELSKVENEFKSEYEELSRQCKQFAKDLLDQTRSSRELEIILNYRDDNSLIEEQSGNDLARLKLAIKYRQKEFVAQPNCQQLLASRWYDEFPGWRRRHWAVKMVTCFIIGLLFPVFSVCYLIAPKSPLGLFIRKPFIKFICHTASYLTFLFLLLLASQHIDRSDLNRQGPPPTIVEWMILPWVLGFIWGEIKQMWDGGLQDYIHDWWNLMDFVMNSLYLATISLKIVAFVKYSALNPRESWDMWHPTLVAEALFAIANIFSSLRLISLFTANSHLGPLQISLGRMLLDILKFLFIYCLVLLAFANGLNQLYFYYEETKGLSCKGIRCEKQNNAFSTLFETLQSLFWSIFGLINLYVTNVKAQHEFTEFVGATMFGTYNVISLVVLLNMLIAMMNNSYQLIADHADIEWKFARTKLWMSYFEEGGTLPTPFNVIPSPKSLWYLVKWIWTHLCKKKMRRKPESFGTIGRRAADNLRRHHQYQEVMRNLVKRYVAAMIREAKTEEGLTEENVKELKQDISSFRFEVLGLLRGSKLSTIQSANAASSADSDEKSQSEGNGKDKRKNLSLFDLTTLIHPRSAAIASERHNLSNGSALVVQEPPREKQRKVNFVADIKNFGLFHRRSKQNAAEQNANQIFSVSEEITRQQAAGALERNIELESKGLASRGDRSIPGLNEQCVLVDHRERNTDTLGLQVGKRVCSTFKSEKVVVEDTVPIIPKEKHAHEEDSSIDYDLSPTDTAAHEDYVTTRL
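Material: HEK293 stable line with TRPC4beta plus mu-opioid receptor; technique: Fluo4 calcium-sensitive dye fluorescence, kinetic, 1 Hz baseline; timing: Fluo4 dye loading 45 min at room temperature, 110 s recording; controls: assay buffer as low control, maximal DAMGO as high control; read-out: integrated baseline-normalised fluorescence ratio, converted to per-well B score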
TRPC6 inh: mouse TRPC6 channel inhibition. 310,000 tested, 1.1% active. HEK293-TRPC6, membrane potential dye, ACh-evoked depolarization; active compounds read low. B-score at 10 µM. Q61143;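 active = B-score under library mean minus 3 SD, initial fluorescence not abnormally high, positive integrated signal ratio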;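 note: B-score derived from integrated fluorescence ratio over the kinetic read; more negative B-score means stronger inhibition of depolarization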
SKKanGAS inh: blocks kanamycin growth of S. pyogenes SKKanGAS strain; BacTiter-Glo, 6 h; 300,000 tested, 1.3% active; inhibition, % at 7.5 µM;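 active = mean replicate score, as percent of positive control median, at least 50; inconclusive = mean below 50 but one replicate at or above 50; inactive = mean and every replicate below 50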;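 note: strain carries kanamycin resistance gene driven by streptokinase promoter and grows in 40 µg/ml kanamycin; loss of luminescence reflects streptokinase promoter inhibition or plain growth inhibition; 0% = median of DMSO wells and 100% = positive control at its reference dose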
KLF5 inhibitor: suppresses KLF5 promoter-driven expression; DLD-1 KLF5 promoter-luciferase reporter, luminescence; inhibition, % at 5 µM; 290,000 tested, 0.23% active; AID 1700;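 active = inhibition above a per-plate limit of that plate's mean compound inhibition plus 3 SD, cut at about 60% in these data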;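 note: 0% = DMSO wells and 100% = LY294002 at 200 µM; higher means less KLF5 promoter-driven luciferase light; inactives centre near -14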
TRPC4 inh: TRPC4 (mouse) channel inhibition; HEK293 TRPC4beta/mu-opioid, DAMGO-evoked Fluo4 calcium flux; active compounds read low; B-score at 10 µM; 300,000 tested, 0.39% active; Q9QUQ5; AID 2247;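 active = B-score over 3 SD under the library average, no early fluorescence shift, positive overall ratio signal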
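Test system – stable TRPC4beta/mu-opioid receptor HEK293 cells · Probe or stimulus – DAMGO, a submaximal dose followed by a maximal one · Dosing – one concentration per compound · Signal – Fluo4 calcium fluorescence by kinetic imaging, 5 s 1 Hz baseline · Evaluation – per-well B score of integrated baseline-normalized Fluo4 ratio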
MrgX1 antag: human MrgX1 receptor antagonism, primary screen | Q96LB2 | B-score at 10 µM | MRGX1-HEK293 calcium flux, Fluo-4, BAM8-22 antagonism; active compounds read low | AID 588676 | 310,000 tested, 1.3% active;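 active = calcium-response B-score plate-corrected more than 3 library SD below zero, starting fluorescence within 5 deviations, no agonist response on first addition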;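 note: peak minus trough fluorescence over baseline after final BAM8-22 challenge near maximal dose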
TRPC6 activator: activators of mouse TRPC6 channel; 310,000 tested, 0.13% active; Q61143; HEK293-TRPC6 membrane potential dye fluorescence; active compounds read high; B-score at 10 µM;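 active = B-score of the integrated fluorescence ratio above library mean plus 3 SD, and starting fluorescence ratio within library mean plus 5 SD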;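 note: higher score means more depolarization so channel activation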
aSyn 5UTR inh: MLPCN primary screen, SNCA 5' untranslated region | AID 1813 | alpha-synuclein 5'UTR reporter, inhibitor activity | 300,000 tested, 0.82% active | inhibition, % (tested at 7.5 µM); in the data active = inhibition above about 60%; inconclusive = no clear call, values can overlap the other calls;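 note: H4 neuroglioblastoma cells stably carrying SNCA 5'UTR luciferase fusion; 0% = DMSO wells and 100% = positive control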
HIF act: HIF pathway transcriptional activation. AID 1910. U2OS HRE-luciferase reporter, luminescence; normalized: DMSO 0%, desferrioxamine 100%. activation, % at 7.5 µM (by protocol). 300,000 tested, 0.32% active;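 active = mean activation of at least 10% of the iron chelator positive control signal, with at least half of replicates also reaching 10%; inconclusive = mean and replicate majority disagree about reaching 10%; inactive = mean and most replicates under 10%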
IEC-6 tox: IEC-6 cytotoxicity, counter-screen for KLF5 inhibitors; 290,000 tested, 0.78% active; luminescence viability; AID 1825; inhibition, % at 5 µM; in the data active = inhibition above about 22%;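 note: 0% = plate median of test compound wells and 100% = cytotoxic reference compound wells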
TRPC4 PAM: TRPC4 (mouse) allosteric potentiation; 310,000 tested, 0.42% active; B-score at 10 µM; HEK293 TRPC4beta/mu-opioid, DAMGO EC20, Fluo-4 Ca2+ flux; active compounds read high;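 active = B-score of calcium response area above 5 SD of library B-scores, with initial fluorescence ratio within 5 SD of library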;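 note: B-score of integrated fluorescence ratio over time as area under calcium response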
* hit, by the source's call; i = inactive; ? = inconclusive; . = no result given. Rows are unselected; about 5.8% have a hit in one of these screens.

SMILES	TRPC4 agonist	TRPC6 inh	SKKanGAS inh	KLF5 inhibitor	TRPC4 inh	MrgX1 antag	TRPC6 activator	aSyn 5UTR inh	HIF act	IEC-6 tox	TRPC4 PAM
Cc1cc([N+](=O)[O-])c(C)cc1-c1ccc(/C=N/NC(=O)Cn2nnnc2N)o1	i	i	-10	-12	i	i	i	2	-0.1	0	i
CCCOc1ccc(C(C(=O)OCCN(CC)CC)c2ccccc2)cc1 (stereo unspecified)	i	i	1	6	i	-4.6*	i	5	0.1	2	i
O=C(COc1ccccc1Cl)N1CCCC1	i	i	-10	-23	i	i	i	20	0.0	7	i
COc1ccc(CNC(=O)CCNS(=O)(=O)c2ccc(C)cc2)cc1	i	i	-2	-19	i	i	i	2	0.5	6	i
Cc1nc(C)c(-c2ccc(SCC(=O)Nc3ccc(C)c(Cl)c3)nn2)s1	i	i	0	-16	i	i	i	2	0.1	3	i
N#CC(C#N)=Cc1ccc(-c2ccc(S(=O)(=O)N=C(N)N)cc2)o1	i	i	-3	-3	i	i	i	-17	0.4	-6	i
COc1cc(C(=O)OCC(=O)N(C)c2ccccc2)cc(OC)c1OC	i	i	2	11	i	i	i	15	0.1	5	i
CC1CCCCC1NC(=O)c1ccc(-n2cncn2)c([N+](=O)[O-])c1 (stereo unspecified)	i	i	1	.	i	i	i	-5	2.5	.	i
Cc1cccnc1Oc1ncccc1N	i	i	-2	.	i	i	i	5	-0.2	.	i
CCOC(=O)CN(c1cccc(C(C)=O)c1)S(C)(=O)=O	i	i	5	-18	i	i	i	5	-0.8	6	i
O=C(CCCN1C(=O)/C(=C/c2ccccc2Cl)SC1=S)Nc1ccccn1	i	i	11	20	i	i	i	42	-4.0	-4	i
CCCCN1C(=O)NC(NC(C)=O)(C(F)(F)F)C1=O (stereo unspecified)	i	i	0	9	i	i	i	-4	-0.7	-1	i
Cc1ccc(CCNC(=O)C2CCC(=O)N2C2CCCC2)cc1 (stereo unspecified)	i	i	1	6	i	i	i	21	0.0	7	i
CCOc1cc(/C=N/NC(=O)C(C)Sc2ccccc2)ccc1O (stereo unspecified)	i	i	4	-3	i	i	i	-2	-0.2	4	i
O=C(Nc1ccccc1C(F)(F)F)N1CCC(N2CCCCC2)CC1	i	i	0	-16	i	i	i	8	-0.2	6	i
COCCNC(=O)CN(c1ccc(C)cc1)S(=O)(=O)c1ccc(SC)cc1	i	i	-4	-39	i	i	i	-9	-0.1	-2	i
COc1cc2c(cc1OC)CN(Cc1ccccc1)CC2	i	i	-5	-40	i	i	i	7	-2.6	1	i
CCCSc1nc2c(=O)[nH][nH]c(=O)c2n1Cc1ccccc1	i	i	8	-15	i	i	i	8	0.1	-8	i
Cc1cc(NS(=O)(=O)c2ccc(NC(=O)C(C)Oc3ccc4c(C)cc(=O)oc4c3)cc2)no1 (stereo unspecified)	i	i	7	-10	i	i	i	-2	-0.2	-1	i
O=C(O)COn1c(-c2ccccc2)nc2ccc([N+](=O)[O-])cc21	i	i	3	-140	i	i	i	-165	0.6	1	i
COC(=O)c1ccc(NC(=O)Nc2ccc(OC)cc2)cc1	i	i	-18	-8	i	i	i	-31	0.0	0	i
O/N=C(\CN1CCCCC1)c1ccccc1	i	i	9	14	i	i	i	12	1.2	1	i
Cc1cc(Cl)c(S(=O)(=O)Nc2cccc(O)c2)cc1OCC(N)=O	i	i	1	-20	i	i	i	28	1.0	2	i
O=C(NCCc1cccnc1)c1cc(COc2ccc(F)cc2Cl)on1	i	i	-15	-1	i	i	i	-19	1.6	1	i
CC(C)(C)OC(=O)N1CCC(c2c(C(=O)NCC3CCN(C4CCCC4)C3)cnn2-c2ccccc2)CC1 (stereo unspecified)	i	i	2	-10	i	i	i	-4	0.0	0	i
N#Cc1c(/N=C/c2ccco2)sc2c1CCCCC2	i	i	-3	5	i	i	i	-1	1.8	2	i
COC(=O)N/N=C/c1ccc(-c2cc(Cl)cc(Cl)c2)o1	i	i	-3	-24	i	i	i	?	-0.1	-6	i
CC(NS(=O)(=O)c1ccc([N+](=O)[O-])cc1)C(c1cccs1)N1CCOCC1 (stereo unspecified)	i	i	1	2	i	i	i	9	0.0	5	i
COC(=O)C[C@H]1c2ccc(C(F)(F)F)cc2S(=O)(=O)N1Cc1ccccc1	i	i	-6	.	i	i	i	7	1.1	.	i
CCN(CC)CC(=O)N1CCCC(C(=O)c2ccccc2OC)C1 (stereo unspecified)	i	i	-2	3	i	i	i	-6	-0.3	-8	i
O=CNCC(=O)NC1CCCCCC1	i	i	-7	-31	i	i	i	25	0.0	-4	i
COc1ccccc1NC(=O)Cn1cnc2c(oc3ccccc32)c1=O	i	i	-10	-17	i	i	i	-58	1.3	-4	i
COc1cccc(OCCn2cccc2/C=C2/C(=N)N3OC(C)=CC3=NC2=O)c1	i	i	1	-1	i	i	i	-1	-0.2	2	i
COc1ccc(NC(C)C(=O)N/N=C/c2ccccc2OCc2ccc(Br)cc2)cc1 (stereo unspecified)	i	i	8	-58	i	i	i	-77	2.7	2	i
OCC[C@@H]1C[C@@H](O)[C@H](O)[C@]2(Cc3ccccc3CCO2)O1	i	i	7	1	i	i	i	6	-0.8	-9	i
NS(=O)(=O)c1ccc(CNC(=O)c2cc(-c3ccccc3)nc3ccccc23)cc1	i	i	10	-18	i	i	i	-24	-0.3	-2	i
N#Cc1c(-c2ccccc2)nc(N2CCN(Cc3ccccc3)CC2)[nH]c1=O	i	i	13	0	i	i	i	-9	-1.7	-7	i
COc1cc2[nH]c(=S)n(N(C(C)=O)C(C)=O)c(=O)c2cc1OC	i	i	-1	-24	i	i	i	32	-0.4	-4	i
Cn1c(Oc2ccc(F)cc2F)c(C=O)c2ccccc21	i	i	12	-24	i	i	i	-3	-0.1	-4	i
COc1ccccc1N1CCN(C(=S)Nc2cccc(C)c2)CC1	i	i	-12	-15	i	i	i	7	-0.4	7	i
CC(C)(C)NC(=O)CSc1nnc(Cc2ccc3c(c2)OCO3)n1C1CCCCC1	i	i	-1	-3	i	i	i	0	-0.4	4	i
O=C(Nc1ccc2ncccc2c1)c1ccccc1Cl	i	i	-4	0	i	i	i	-18	-0.3	-4	i
Cc1ccc(C)c(C(=O)OCC(=O)Nc2ccc(N3CCOCC3)cc2)c1	i	i	-3	-10	i	i	i	-9	-0.2	2	i
CC(C)NCCOCCOc1ccc(Cl)cc1Br	i	i	2	-8	i	i	i	5	0.8	2	i
COc1ccc(Br)cc1CN(C)CC(=O)NCCc1ccc(S(N)(=O)=O)cc1	i	i	3	2	i	i	i	12	-0.2	7	i
O=C(Nc1ccc2nsnc2c1)N1CCCCC1	i	i	1	-39	i	i	i	-44	-2.1	-3	i
COCCNC(=S)N1CCN(c2nc(-c3ccc(F)cc3)cs2)CC1	i	i	4	-14	i	i	i	-9	0.5	8	i
O=C(COC(=O)c1ccc2c(c1Cl)C(=O)c1ccccc1C2=O)NC1CC1	i	i	3	11	i	i	i	-66	0.1	0	i

Some values from the results shown:
COCCNC(=S)N1CCN(c2nc(-c3ccc(F)cc3)cs2)CC1 in HIF act = 0.5
CC(C)(C)NC(=O)CSc1nnc(Cc2ccc3c(c2)OCO3)n1C1CCCCC1 in HIF act = -0.4

Carrying on.
SMILES	TRPC4 agonist	TRPC6 inh	SKKanGAS inh	KLF5 inhibitor	TRPC4 inh	MrgX1 antag	TRPC6 activator	aSyn 5UTR inh	HIF act	IEC-6 tox	TRPC4 PAM
Cc1cc(-c2ccccc2)c2nncn2n1	i	i	-5	-7	i	i	i	26	-0.2	-12	i
O=C(COc1ccc(Cl)cc1Cl)NNC(=S)NCc1ccco1	i	-5.4*	0	-17	i	i	i	-15	0.0	-2	i
COc1ccc(OCc2cc(C(=O)N3CCCCCCC3)no2)c(Cl)c1	i	i	2	-68	i	i	i	-69	4.0	-6	i
COC(=O)c1ccc(NC(=S)N2CCN(Cc3ccccc3Cl)CC2)cc1	i	i	6	-18	i	i	i	4	-0.1	-1	i
Cc1c(Cl)cccc1NC(=O)CN(C1CCCCC1)S(C)(=O)=O	i	i	5	-10	i	i	i	2	-1.0	-4	i
Cc1cc(NC(=O)CSc2nnc(-c3ccc(Br)o3)n2Cc2ccccc2)no1	i	i	0	-6	i	i	i	2	-0.5	-2	i
CCCc1ccc2oc(C(=O)N3CCN(C4CCS(=O)(=O)C4)CC3)c(C)c2c1 (stereo unspecified)	i	i	-5	-10	i	i	i	14	-0.6	5	i
S=C(NCCCN1CCOCC1)Nc1ccc(Cl)cc1Cl	i	-5.3*	6	-3	i	i	i	3	-0.8	-5	i
CCOc1ccccc1NC=C1C(=O)OC2(CCCCC2)OC1=O	i	i	4	-44	i	i	i	1	-0.2	1	i
COc1ccc(OC)c(CNC(=O)CCc2cn(C)c3ccccc23)c1	i	i	-7	18	i	i	i	-2	-0.5	3	i
COc1ccc(Nc2nc(-c3ccncc3)nc3ccccc23)cc1	i	i	15	-34	i	i	i	-7	-0.3	30*	i
O=C(CCN1C(=O)C2CC=C(Cl)CC2C1=O)N1CCCCC1 (stereo unspecified)	i	i	-4	-8	i	i	i	9	-1.0	-9	i
CC1Cc2ccccc2N1C(=O)CSc1nnc(CSc2ncccn2)n1C (stereo unspecified)	i	i	4	-5	i	i	i	22	-0.1	1	i
CN(C)S(=O)(=O)c1ccc(C(=O)Nc2nnc(-c3ccc4c(c3)CCCC4)o2)cc1	i	-5.6*	94*	-47	i	i	i	69*	-0.4	0	i
CC(=O)N[C@H]1[C@H](OC2CCCCC2)O[C@H](COC(C)=O)[C@@H](OC(C)=O)[C@@H]1OC(C)=O	i	i	2	-39	i	i	i	-3	-8.5	-3	i
CC(C)(CCC(=S)N1CCOCC1)C1CCCCC1	i	i	7	-16	i	i	i	-30	-0.2	2	i
Cn1c2ccc(F)cc2c2ncn(CCN3CCOCC3)c(=O)c21	i	i	-25	-13	i	i	i	-17	0.2	5	i
Cc1ccc(NC(=O)/C=C2\NC(=O)CS2)cc1	i	i	-1	-68	i	i	i	-30	1.2	6	i
CCOC(=O)C1=C(O)/C(=C/c2cc(OC)c(O)c(OC)c2)SC1=Nc1ccc(OC)cc1	i	i	-17	-19	i	.	i	-10	-0.1	1	i
